CAL PDZ FP-1: human CAL PDZ-peptide interaction inhibition. purified CAL PDZ, TMR-peptide fluorescence polarization, 1 h. inhibition, % at 20 µM. hit rate 0.02% among 330,000. AID 504414;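 active = highest replicate inhibition of at least 40%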;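 note: plate controls were DMSO neutral control wells for no effect and unlabeled competitor peptide control wells for full effect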
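System: tagged CAL PDZ domain. Schedule: 1 h room-temperature incubation prior to read. Signal: fluorescence polarization (mP). Measure: percent inhibition from loss of millipolarization.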
CAL PDZ FP-2: inhibitors of human CAL PDZ peptide binding; Q9HD26; purified CAL PDZ, TMR-peptide fluorescence polarization, 1 h; inhibition, % at 24.9 µM; hit rate 0.92% among 300,000; AID 602252;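 active = mean inhibition of at least 30% with at least half of replicates also reaching 30%; inconclusive = no clear call, values can overlap the other calls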;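 note: 0% = DMSO neutral control and 100% = excess unlabeled competitor peptide PRC23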
cardiac RTF act: cardiac RTF calcium sensitization | P19429+P45379 | IANBD-labeled TnC RTF fluorescence at EC20 calcium; 0% EC20 calcium, 100% full calcium | activation, % at 7.2 µM | hit rate 0.24% among 340,000 | AID 493008;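 active = activation above the mean over all tested compounds plus 3 SD, cut at about 30% in these data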;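 note: rise in fluorescence read as greater calcium sensitivity of cardiac thin filaments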
CDK5 p35 inh: blocks human CDK5/p35 kinase activity. AID 488839. hit rate 0.01% among 330,000. Q00535+Q15078. inhibition, % at 10 µM. Recombinant CDK5/p35, ADP-Glo luminescence, 60 min;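 active = highest replicate inhibition of at least 50% and at least 75% of replicates reaching 50%; inconclusive = only one of the two criteria met; inactive = both criteria failed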;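 note: plate controls were DMSO neutral control for no effect and GW8510 at 10 µM for full effect; many of its hits are not listed in these tables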
MITF act: MITF TRPM1 promoter activation in melanoma cells; hit rate 0.75% among 300,000; activation, % at 12.5 µM; SK-MEL-5 TRPM1-promoter luciferase, 24 h; % of positive control, neutral wells = 0;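 active = mean activation of at least 80% with every replicate also reaching 80%; inconclusive = mean reaches 80% but some replicate falls short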;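 note: 0% = neutral control wells and 100% = parthenolide positive control wells; values of inactives mirror those of a sister screen read the other way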
Tat transport: E. coli Tat transport inhibition; E. coli MC4100 TorA-mCherry Tat export, fluorescence; inhibition, % at 10 µM; hit rate 0.036% among 340,000; AID 488895;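 active = mean replicate inhibition at least 50% and at least half of replicates individually reaching 50%; inconclusive = only one of the two criteria met; inactive = neither criterion met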;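 note: exported cargo escapes ClpAP degradation while cytoplasmic cargo is degraded and loses fluorescence; 0% = median of neutral control wells and 100% = median of NaSCN control wells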
dFosB act: enhances mouse delta FosB homodimer DNA binding; AID 493131; hit rate 0.99% among 340,000; P13346; purified delta FosB, TAMRA-CDK5 oligo fluorescence polarization; percent of positive-control signal above neutral wells; activation, % at 25 µM;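 active = mean activation above about 17%, with every replicate also reaching it, limit read from the data, passing the limit was not always enough; inconclusive = only one of the two conditions met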;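 note: fluorescence polarization rise as delta FosB binds a TAMRA Cdk5 AP-1 oligo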
Target sequence (P13346 whole entry, looked up): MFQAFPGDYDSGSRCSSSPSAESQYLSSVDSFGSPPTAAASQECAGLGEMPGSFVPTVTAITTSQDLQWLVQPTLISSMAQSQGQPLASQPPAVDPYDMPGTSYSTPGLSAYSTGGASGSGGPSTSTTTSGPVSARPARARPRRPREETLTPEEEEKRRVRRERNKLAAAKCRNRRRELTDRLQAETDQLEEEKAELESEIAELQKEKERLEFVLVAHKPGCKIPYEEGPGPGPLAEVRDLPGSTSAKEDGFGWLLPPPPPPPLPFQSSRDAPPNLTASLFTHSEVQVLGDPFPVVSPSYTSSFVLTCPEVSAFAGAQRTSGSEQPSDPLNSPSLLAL
V-ATPase pHluor: yeast V-ATPase proton transport regulation by pHLuorin. S. cerevisiae, pHLuorin cytosolic pH fluorescence. response, % at 10 µM. hit rate 0.37% among 350,000. AID 504577; in the data active = response mostly above about 7.3%, no sharp cut-off; inactive = mostly below about 5.4%; note: actives read high; inactives centre near 0; some compounds called inactive have numbers as strong as hits; reference of the scale not given here
Wnt act: activates Wnt/beta-catenin signaling in a reporter cell assay. activator, plate reader. activation, % at 9.35 µM. hit rate 1.2% among 300,000; in the data active = activation above about 30%, passing the limit was not always enough; inconclusive = no clear call, values can overlap the other calls;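 note: 0% = neutral control wells and 100% = positive control wells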
Rtt109 Vps75: blocks Candida albicans Rtt109/Vps75 acetyltransferase activity; inhibition, % at 34.9 µM; AID 540336; Q5AAJ8; hit rate 0.16% among 330,000; purified Rtt109/Vps75, ThioGlo CoA-SH fluorescence, 4 h;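 active = inhibition of at least 50% in every replicate; inconclusive = best replicate reaches 50% inhibition but some replicates fall short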
Target sequence (Q5AAJ8 whole entry, looked up): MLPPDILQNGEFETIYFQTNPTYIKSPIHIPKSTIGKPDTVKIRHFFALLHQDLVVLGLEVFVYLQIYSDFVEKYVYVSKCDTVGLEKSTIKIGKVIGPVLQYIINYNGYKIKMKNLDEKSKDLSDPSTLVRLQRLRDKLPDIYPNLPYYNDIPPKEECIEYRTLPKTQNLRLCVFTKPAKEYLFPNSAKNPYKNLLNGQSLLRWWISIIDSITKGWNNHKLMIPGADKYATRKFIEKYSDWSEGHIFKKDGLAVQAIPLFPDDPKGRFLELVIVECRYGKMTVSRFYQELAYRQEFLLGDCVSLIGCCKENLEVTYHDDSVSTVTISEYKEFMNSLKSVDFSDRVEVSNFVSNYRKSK
An asterisk follows results filed as active; ? = inconclusive; . = not tested or not shown.

SMILES	CAL PDZ FP-1	CAL PDZ FP-2	cardiac RTF act	CDK5 p35 inh	MITF act	Tat transport	dFosB act	V-ATPase pHluor	Wnt act	Rtt109 Vps75
Cc1ccc(S(=O)(=O)N2CCCC(C(=O)NCCc3ccc(S(N)(=O)=O)cc3)C2)cc1 (stereo unspecified)	6.7	-1	-3	-1.8	-1	10	-1	-3	-1	2
O=C(NC(=S)Nc1ccc2c(c1)OCCO2)c1ccco1	-1.4	-2	2	0.7	?	2	-1	2	?	8
Cc1ccccc1NC(=O)C1CCCN1S(=O)(=O)c1cccc2cccnc12 (stereo unspecified)	0.1	.	-2	-0.3	-14	2	-2	3	.	12
O=C(Nc1nn[nH]n1)C12CC3CC(CC(C3)C1)C2	-2.5	11	9	-2.8	-7	3	-5	-1	-2	.
COc1ccc(N2C(=O)CSC23C(=O)Nc2ccccc23)cc1OC (stereo unspecified)	-2.4	-2	-7	5.4	-12	-2	-3	1	-5	0
COC(=O)c1sc2nc(SCc3cccc(Cl)c3)n(N)c(=O)c2c1C	0.0	3	1	2.0	-8	3	-52	-1	0	-4
CCCc1cc(=O)oc2cc(OCC(=O)NCCc3c[nH]c4ccccc34)ccc12	-0.3	2	12	1.4	6	-3	-6	2	-1	8
CCOC(=O)N1CCC(N(CCN(C)C)C(=S)Nc2cccc(Cl)c2)CC1	-0.3	-6	6	0.2	8	3	-6	-3	0	2
COc1ccc(-n2c(C)c(C(C)=O)c3cc(O)ccc32)cc1	-1.5	-3	3	-0.6	-4	-12	2	0	.	-2
COc1ccc(C)cc1N(CC(=O)N1CCCC1)S(C)(=O)=O	-0.3	-1	-2	0.2	.	0	-3	0	-2	0
COc1ccc(CCNC(=O)CCn2c(=O)c3cccn3c3cccnc32)cc1OC	-1.2	7	-3	1.3	9	-2	5	2	1	-2
COC(=O)c1cc(S(=O)(=O)N2CCN(c3cccc(C)c3C)CC2)c[nH]1	-0.6	.	-3	1.0	.	5	-7	-3	1	-4
Cc1cc(C)c2oc(C(=O)Nc3ccc(S(=O)(=O)Nc4nccc(C)n4)cc3)cc(=O)c2c1	-2.4	27	-1	0.5	6	0	11	-2	4	4
COC(=O)n1c(=O)oc2cc(S(=O)(=O)N3CCCCC3)ccc21	-1.0	.	-3	3.2	7	-2	-2	5	.	-5
OC(COC(c1ccccc1)c1ccccc1)CN1CCN(c2ccccn2)CC1 (stereo unspecified)	-3.5	-3	5	-0.4	-12	-7	-17	7	-6	30
Cc1noc(C)c1CSCC(=O)Oc1ccc(N(C)S(=O)(=O)c2ccc(Cl)cc2)cc1	-2.3	-1	-11	0.7	-6	-2	-10	-1	3	2
CCOC(=O)CSCC(=O)N1CCC(Cc2ccccc2)CC1	0.2	-5	-5	-0.8	6	1	-3	-3	4	6
CC1CCN(C(=S)NC(=O)c2ccc(C(C)(C)C)cc2)CC1	-3.2	1	-1	-1.0	-1	2	-10	-3	-3	12
CN(Cc1ccccc1)c1ncnc2[nH]ncc12	-0.7	0	1	0.3	-1	-3	-8	5	-3	-10
CCc1noc(C)c1C(=O)N1CCCC(N2CCN(c3cccc(Cl)c3)CC2)C1 (stereo unspecified)	-0.2	-2	1	1.2	-3	8	-1	2	0	0
O=C(COc1ccc(S(=O)(=O)N2CCOCC2)cc1)Nc1ccccc1F	-1.7	1	-1	2.3	5	-2	-17	3	-2	1
COc1cccc2c(=O)cc(C)n(CC(=O)Nc3ccc(C)c(C)c3)c12	-2.5	-2	7	-0.6	-10	-6	-13	.	.	1
COc1ccc2[nH]cc(CCNC(=O)C3CCCO3)c2c1 (stereo unspecified)	0.5	3	6	0.2	-13	2	-5	3	-2	9
O=C(Nc1ccccc1Cl)c1cc[n+](Cc2ccc([N+](=O)[O-])cc2)cc1	0.2	.	-2	1.8	7	18	-13	-4	0	-14
CC(C)(C)NC(=O)NC(=O)COC(=O)C1=COCCO1	.	-4	-2	0.2	-11	-5	-6	9	-2	-1
COc1ccccc1NC(=O)COc1cc(C)nc(C(C)C)n1	-0.5	-2	15	-1.6	3	3	-5	-4	2	-6
CCn1c(C(=O)O)c(CC(=O)N(C)c2ccc(OC)cc2OC)c2ccccc21	-0.8	-4	-2	0.0	-1	15	2	-1	-1	.
CNC(=S)N/N=C/c1cc(Br)c(OCc2ccncc2)c(OC)c1	-1.0	-7	5	-0.8	.	4	-4	-1	-1	3
C=C(C)COc1ccc(-c2n[nH]c(C)c2Oc2ccccc2OC)c(O)c1	-0.5	-2	-5	-1.2	4	-2	5	-2	2	9
CC(=O)c1ccccc1NC(=O)CCN1C(=O)C2CCCCC2C1=O (stereo unspecified)	0.0	.	-2	1.7	1	-1	1	-2	-2	-2
Cc1c(-c2csc(N)n2)c2ccccc2n1C	-3.9	0	-3	0.9	-12	-11	-11	4	22	-3
Cn1nc(C(=O)OCC(=O)Nc2cc(Cl)ccc2C#N)c2ccccc2c1=O	-0.9	.	1	-1.5	-25	-5	-1	0	-1	-5
CCCCc1ccc(/C=C2/C(=O)ON=C2c2ccccc2)s1	-3.3	-2	2	-0.4	10	3	-6	3	.	14
CC(NC(=O)c1ccccc1)C(=O)N/N=C/c1cccc([N+](=O)[O-])c1 (stereo unspecified)	-0.5	13	4	-1.1	11	-3	4	0	8	-3
Cc1cc(C)c(C)c(S(=O)(=O)Nc2ccccc2C(=O)NN2CCOCC2)c1C	-2.4	.	0	-0.6	13	5	-15	0	-4	-5
Cc1csc(NC(=O)c2ccccc2C(=O)O)n1	0.1	-3	3	1.1	.	-5	0	-1	.	-9
CCCCCCCCCCSc1n[nH]c(N)n1	-0.5	0	-2	1.2	-10	18	-30	-5	-1	-8
Clc1ccc(-c2nc(N3CCOCC3)nc3ccccc23)cc1	-0.9	.	-4	-0.1	-1	-5	-5	-1	-3	8
O=[N+]([O-])c1ccc(S(=O)(=O)CC(CN2CCOCC2)N2CCOCC2)cc1 (stereo unspecified)	1.1	.	9	0.1	-27	-6	-13	0	0	2
Cc1cccn2c(CNCCCOc3cccnc3)c(C(=O)N3CCOCC3)nc12	-2.3	0	1	5.3	-3	-4	1	2	0	6
CCN(CC)CCOC(=O)c1cccc(Br)c1	-0.6	0	-2	0.9	15	-6	5	-1	.	2
COCCn1c(=NC(=O)c2ccco2)sc2cc(C(=O)OC)ccc21	0.5	-1	13	1.8	-4	-2	-6	2	2	-7
CCN(C(=O)c1cnc(OC)cc1C(F)(F)F)c1ccc(Cl)cc1Cl	-1.6	.	2	-1.6	5	2	-3	-1	2	0
C=CCN1C(=O)C2C3C=CC(C2C1=O)C1C2C(=O)N(CC=C)C(=O)C2C31 (stereo unspecified)	-3.2	-2	10	-3.9	4	-12	-14	0	-1	-2
O=S1(=O)N=C(N(CCO)/N=C/C=C/c2ccccc2)c2ccccc21	-2.4	-3	5	6.2	12	-1	-15	2	-4	6
Clc1ccc(-c2noc(/C=C/c3ccccc3)n2)cc1	-1.4	-4	0	1.3	.	1	-2	-3	14	-7
COC(=O)c1cccc(NC(=O)CCc2c(C)noc2C)c1	0.9	2	-6	0.9	-2	-5	-2	-3	-3	-1
COc1ccc(CCC(=O)OCC(=O)Nc2ccc3[nH]c(=O)[nH]c3c2)cc1	0.4	-5	5	0.8	5	1	2	-2	0	-6
CC(C)(CNC(=O)c1cccs1)N1CCOCC1	-0.6	-3	-4	3.0	9	-3	1	-3	3	-1
c1ccc(C(Cc2nc(-c3ccncc3)no2)c2ccccc2)cc1	0.8	13	6	1.9	.	6	0	0	-11	1
CCOc1cc(N2CCOCC2)c(OCC)cc1NC(=O)C1CC(=O)N(c2ccccc2OCC)C1 (stereo unspecified)	-0.9	.	4	-0.7	-14	-3	-11	0	2	3
O=C(O)CC1(CC(=O)Nc2ccc3ccccc3c2)CCCCC1	-0.9	.	-1	-0.8	.	0	0	4	.	8
O=C(NCc1ccccc1)NC1CCCCC1	-1.0	0	1	-0.6	40	1	2	-4	-3	-3
CCCCC(=O)N1C/C=C\C(c2ccc(OC)cc2)N(Cc2ccc(F)cc2)C(=O)[C@H]1Cc1ccccc1 (stereo partly specified)	-0.7	-2	-1	-0.3	0	-1	0	1	.	-4
COc1cccc(-n2c(SCC(=O)Nc3ccc4c(c3)CCC4)nc3ccccc3c2=O)c1	-0.4	-1	-1	-0.9	-9	-1	1	-3	.	-8
COc1ccccc1N(/N=C1\Sc2ccccc2C1=O)C(C)=O	-0.9	-3	0	1.5	.	-1	5	1	-3	1
O=C(Nc1ccc(OC(F)F)cc1)c1ncc(Cl)c(Cl)c1Cl	-0.4	0	4	1.0	-22	-9	-4	-3	-2	0
O=C(OCC(=O)N(CCc1ccccc1)Cc1ccccc1)c1ccccc1[N+](=O)[O-]	-1.7	-3	-4	0.1	19	2	-5	6	2	3

Nothing new here: eleven of the compounds above.
SMILES	CAL PDZ FP-1	CAL PDZ FP-2	cardiac RTF act	CDK5 p35 inh	MITF act	Tat transport	dFosB act	V-ATPase pHluor	Wnt act	Rtt109 Vps75
Cc1ccc(S(=O)(=O)N2CCCC(C(=O)NCCc3ccc(S(N)(=O)=O)cc3)C2)cc1 (stereo unspecified)	6.7	-1	-3	-1.8	-1	10	-1	-3	-1	2
O=C(NC(=S)Nc1ccc2c(c1)OCCO2)c1ccco1	-1.4	-2	2	0.7	?	2	-1	2	?	8
Cc1ccccc1NC(=O)C1CCCN1S(=O)(=O)c1cccc2cccnc12 (stereo unspecified)	0.1	.	-2	-0.3	-14	2	-2	3	.	12
O=C(Nc1nn[nH]n1)C12CC3CC(CC(C3)C1)C2	-2.5	11	9	-2.8	-7	3	-5	-1	-2	.
COc1ccc(N2C(=O)CSC23C(=O)Nc2ccccc23)cc1OC (stereo unspecified)	-2.4	-2	-7	5.4	-12	-2	-3	1	-5	0
COC(=O)c1sc2nc(SCc3cccc(Cl)c3)n(N)c(=O)c2c1C	0.0	3	1	2.0	-8	3	-52	-1	0	-4
CCCc1cc(=O)oc2cc(OCC(=O)NCCc3c[nH]c4ccccc34)ccc12	-0.3	2	12	1.4	6	-3	-6	2	-1	8
CCOC(=O)N1CCC(N(CCN(C)C)C(=S)Nc2cccc(Cl)c2)CC1	-0.3	-6	6	0.2	8	3	-6	-3	0	2
COc1ccc(-n2c(C)c(C(C)=O)c3cc(O)ccc32)cc1	-1.5	-3	3	-0.6	-4	-12	2	0	.	-2
COc1ccc(C)cc1N(CC(=O)N1CCCC1)S(C)(=O)=O	-0.3	-1	-2	0.2	.	0	-3	0	-2	0
COc1ccc(CCNC(=O)CCn2c(=O)c3cccn3c3cccnc32)cc1OC	-1.2	7	-3	1.3	9	-2	5	2	1	-2

Screening data as filed in PubChem.
